NCI-60 one-dose screen, 48 h, at 10 µM unless noted. Numbers give growth in % (100 = growth as untreated, 0 = no growth, -100 = all killed).
MOLT-4: MOLT-4 leukemia cells. AID 1794779. 80,000 tested, 6.9% active
HOP-62: HOP-62 NSCLC; 80,000 tested, 3.9% active
EKVX: EKVX NSCLC; AID 1794765; 71,000 tested, 3% active
SR: SR leukemia cells. 73,000 tested, 8.7% active. AID 1794780
HOP-92: HOP-92 NSCLC cells; 71,000 tested, 6.3% active; AID 1794738
RPMI-8226: RPMI-8226 leukemia cells; 77,000 tested, 7.5% active; AID 1794781
K-562: K-562 leukemia; 78,000 tested, 7.4% active; AID 1794777
CCRF-CEM: CCRF-CEM leukemia | 77,000 tested, 7% active
* marks the source's active call; other numbers are inactive results; · = no result given; & = joins results of further samples; [ ] = remark or other dose. Rule for the calls: active = growth percent below 10; inactive = the rest.

[1] O=C(CNC(=O)c1cccc2ccccc12)Nc1ccccc1Oc1cccc(O)c1
[2] CN(C)CCNc1ccc2ncc(C#Cc3cncc(C(=O)Nc4ccc(CN5CCN(C)CC5)c(C(F)(F)F)c4)c3)n2n1
[3] O=C1/C(=C/c2ccc([N+](=O)[O-])cc2)Oc2ccc(O)c(O)c21
[4] CC(=O)N(O)C(C)C#Cc1cccc(NS(=O)(=O)c2ccc(F)cc2)c1 (stereo unspecified)
[5] C/C=C(/C)C(=O)O[C@@H]1CC(C)(C)CC2C34OC(=O)[C@@]21CC[C@@]3(C)[C@]1(C)CCC2C(C)(C)C(=O)CC[C@]2(C)C1C[C@@H]4O (stereo partly specified)
[6] O=C(NS(=O)(=O)c1ccccc1)n1ccc2cc(Br)cnc21
Compound,1,2,3,4,5,6
MOLT-4,12[5 µM],-9.5*,82,87,24,100
HOP-62,19[5 µM],-37*,99,92,74,109
EKVX,47[5 µM],7.3*,87,89,50,101
SR,19[5 µM],0.2*,·,55,28,99
HOP-92,73[5 µM],-4.9*,91,62,2.1*,82
RPMI-8226,26[5 µM],-11*,74,79,26,103
K-562,9.0*[5 µM],2.3*,91,50,29,105
CCRF-CEM,15[5 µM],5.9*,59,83,36,95

[7] Cc1ccc(S(=O)(=O)c2[nH]c(-c3ccccc3)nc2S(C)(=O)=O)cc1
[8] C=CCn1cccc1/C=C1\SC(=S)NC1=S
[9] CCN(CC)c1ccc(NC2=C(Cl)C(=O)c3nc(C)ccc3C2=O)cc1
[10] Cc1cc(NC(=O)c2ccccc2)nc(C)n1
[11] C=C(C)[C@@H]1CC[C@]2(C)CC[C@]3(C)[C@H](CC[C@@H]4[C@@]5(C)CC[C@H](O)C(C)(C)[C@@H]5CC[C@]43C)[C@@H]12
[12] Nc1cccc(NC(=O)c2cccc(N)c2)c1
Compound,7,8,9,10,11,12
MOLT-4,95,106,0.3*,139,101,125
HOP-62,112,100,130,84,117,101
EKVX,105,85,-5.9*,98,210,93
SR,105,87,7.2*,·,80,132
HOP-92,107,74,·,94,77,107
RPMI-8226,102,96,2.6*,84,121,108
K-562,100,101,0.9*,103,95,137
CCRF-CEM,107,107,0.1*,107,94,41

[13] COc1ccc(-c2nc(S(=O)(=O)c3ccc(C)cc3)c(S(=O)(=O)CC(=O)N(C)Cc3ccccc3)o2)cc1
[14] COc1ccc(-c2cc(C(=O)N3CCN(C(=O)c4ccccc4NCc4cccs4)CC3)nc3cc(-c4ccccc4)nn23)cc1OC
[15] OCc1cnccc1NC1CCCCC1
[16] N#Cc1cc(-c2ccnc(Nc3ccc(NC(=O)CCl)cc3)n2)ccc1N1CCCC1
[17] N#Cc1c(-c2ccc(Cl)cc2)cc(-c2c[nH]c3ccccc23)nc1-c1c[nH]c2ccccc12
[18] COc1ccc(/C=N/NC(=O)c2c(Nc3ccccc3)nn(CC(O)c3ccccc3)c2N)cc1OCc1ccccc1 (stereo unspecified)
Compound,13,14,15,16,17,18
MOLT-4,·,88,103,-7.1*,99,85
HOP-62,82,104,87,-4.9*,94,96
EKVX,85,90,102,12,88,91
SR,·,101,110,1.8*,98,100
HOP-92,27,·,91,28,99,141
RPMI-8226,-35*,80,100,-24*,102,100
K-562,·,88,104,2.6*,98,96
CCRF-CEM,-36*,91,102,0.1*,102,99

[19] COc1cc(C=O)ccc1OCCOc1ccc(/C=N/NC(=O)Cn2c(-c3ccc(C)o3)nc3ccccc32)cc1OC
[20] Oc1ccc(-c2nc3c4c(-c5ccccc5)c(-c5ccccc5)oc4ncn3n2)cc1
[21] Cc1ccc(C(=O)CSc2nnc3sc(Nc4ccc(C#N)cc4)nn23)cc1
[22] COC(=O)c1nn2c(c1C(=O)OC)C[C@@H]1C(=O)N(c3ccccc3)C(=O)[C@@H]1[C@@H]2C
[23] COc1cc(OC)c(S(=O)(=O)NNC(=O)c2ccncc2)cc1C(C)=O
[24] O=C(N=c1n(-c2ccc(Cl)cc2)nc2n1CCN2C1=NCCN1)c1ccc(Cl)cc1
Compound,19,20,21,22,23,24
MOLT-4,90,86,82,126,117,62
HOP-62,102,102,98,98,105,109
EKVX,97,90,114,100,101,88
SR,84,·,91,114,117,37
HOP-92,87,91,86,80,109,68
RPMI-8226,91,92,93,84,107,88
K-562,80,93,93,119,95,19
CCRF-CEM,95,96,102,65,116,74

[25] O=C(/C=C(/C=C/c1cc(F)ccc1OC(=O)c1ccccc1Nc1cccc(C(F)(F)F)c1)OB(F)F)/C=C/c1cc(F)ccc1OC(=O)c1ccccc1Nc1cccc(C(F)(F)F)c1
[26] Cc1ccc(C)c(-n2nnc3ccccc3c2=O)c1
[27] CC1(C)[C@@H](OCCC#N)CC[C@]2(C)[C@H]3C(=O)C=C4[C@@H]5C[C@](C)(C(=O)O)CC[C@]5(C)CC[C@@]4(C)[C@]3(C)CC[C@@H]12
[28] CC(=O)C1=C(C)OC(N)=C(C#N)C1c1cc2ccccc2n2nnnc12 (stereo unspecified)
[29] CC(C)CC(=O)Cc1ccccc1
[30] NS(=O)(=O)c1ccc(N=Nc2ccc(=O)[nH]c2O)cc1
Compound,25,26,27,28,29,30
MOLT-4,102,103,97,81,90,102
HOP-62,98,105,107,89,105,118
EKVX,98,112,104,97,·,104
SR,107,101,105,52,92,101
HOP-92,91,79,93,75,110,·
RPMI-8226,103,100,105,83,104,107
K-562,108,96,98,83,99,99
CCRF-CEM,120,89,95,65,96,99

[31] Cc1ccc(/C=C/C(=O)c2ccc(NC(=O)CSc3nc4[nH]c(=O)n(C)c(=O)c4[nH]3)cc2)c(C)c1
[32] CCOC(=O)c1c(-c2ccccc2)n(-c2ccc(Br)cc2)c2cccc(O)c12
[33] C/C=C/CCC(=O)c1cc(C(=O)OC)c(OC)cc1O
[34] CNC(C(=O)O)c1ccccc1 (stereo unspecified)
[35] O=C(CSc1nnc(-c2ccc(Cl)cc2)n1-c1ccccc1)Nc1ccc(C(=O)/C=C/c2ccccc2)cc1
[36] COc1nc2c(c(=O)n1C)CN(c1ccccc1)C(=O)CN2
Compound,31,32,33,34,35,36
MOLT-4,105,68,78,105&97,87,114
HOP-62,89,100,89,97&94,104,93
EKVX,101,83,92,101,98,94
SR,113,80,98,110&92,94,159
HOP-92,82,86,86,99&102,98,·
RPMI-8226,91,76,99,112&101,73,91
K-562,·,68,98,105&88,89,103
CCRF-CEM,103,98,84,113&99,94,94

[37] COc1ccc(/C=C/C(=O)c2ccc(S(=O)(=O)NCCNc3nc(Nc4ccc(F)cc4)nc(N(C)C)n3)cc2)cc1
[38] Nc1nc2c(s1)CCc1ccn(S(=O)(=O)c3ccccc3)c1-2
[39] CCOC(=O)c1cc(Sc2ccccc2)nc2ccccc12
[40] CCCc1nc2ccccc2c(=O)n1CC(=O)n1nc(C)cc1C
[41] NCC1CCCCC1CC(=O)O (stereo unspecified)
[42] CCc1nnc(NC(=O)c2cc(-c3cccc(C(F)(F)F)c3)oc2C)s1
Compound,37,38,39,40,41,42
MOLT-4,9.3*,69,88,106,92,101
HOP-62,51,78,93,101,94,102
EKVX,34,92,91,103,113,94
SR,3.4*,77,88,105,·,66
HOP-92,-16*,85,75,·,116,95
RPMI-8226,10,94,77,100,90,89
K-562,27,62,74,107,·,94
CCRF-CEM,16,85,72,107,80,90

[43] NC(=O)CCC(C(=O)O)N1C(=O)c2ccc(O)cc2C1=O (stereo unspecified)
[44] COc1ccccc1-c1cn2ccnc2c(-c2ccc3ncn(C4CCCCC4)c3c2)n1
[45] COc1cc(CNC(=O)Cc2ccccc2)ccc1OCc1cn(-c2ccc(Cl)cc2)nn1
[46] CC(C)(C)n1nnnc1C(Nc1cccc([N+](=O)[O-])c1)c1cccc(Oc2ccccc2)c1 (stereo unspecified)
[47] CC[C@H](Nc1nc(N)nc(C)c1C#N)c1nc2cccc(CN(C)c3ncc(C(=O)NO)cn3)c2c(=O)n1-c1ccccc1
[48] Nc1ccc(S(=O)(=O)c2ccc(Cl)cc2)cc1
Compound,43,44,45,46,47,48
MOLT-4,59,78,87,68,9.8*,103
HOP-62,113,·,113,90,11,98
EKVX,101,87,90,102,35,95
SR,139,74,82,78,14,112
HOP-92,93,52,106,85,-28*,93
RPMI-8226,82,64,88,69,4.9*,101
K-562,72,77,74,69,8.7*,109
CCRF-CEM,91,83,100,89,15,111

Reprinted, entries 43 to 44
[43] NC(=O)CCC(C(=O)O)N1C(=O)c2ccc(O)cc2C1=O (stereo unspecified)
[44] COc1ccccc1-c1cn2ccnc2c(-c2ccc3ncn(C4CCCCC4)c3c2)n1
Compound,43,44
MOLT-4,59,78
HOP-62,113,·
EKVX,101,87
SR,139,74
HOP-92,93,52
RPMI-8226,82,64
K-562,72,77
CCRF-CEM,91,83

The list continues.
[49] C=C(C)[C@@H]1CC[C@]2(C)[C@H](CCC34OC(=O)[C@@]5(CCC(C)(C)C[C@@H]35)CC[C@]42C)[C@@]1(C)CCC#N
[50] CC(O)COC(C)C (stereo unspecified)
[51] CC(C)NC(=O)[C@H](O)[C@@H](N)Cc1ccccc1
[52] O=C1CCCc2nc3ccccc3c(/C=C/c3ccc(Br)cc3)c21
[53] COC(=O)c1nnn(-c2cccc(C(F)(F)F)c2)c1N
[54] C/C(=C(/c1ccc(Cl)cc1)c1ccc(OCCN)cc1)c1ccc(Cl)cc1
Compound,49,50,51,52,53,54
MOLT-4,·,101,108,72,89,96
HOP-62,109,94,109,102,99,120
EKVX,96,·,98,73,63,100
SR,·,95,93,·,·,89
HOP-92,·,91,100,65,80,129
RPMI-8226,110,112,·,84,94,103
K-562,·,120,96,76,91,93
CCRF-CEM,96,102,106,86,93,104

[55] CN(C)c1ccc(/C=C/C(=O)c2ccc(NC(=O)CN3C(=O)NC(C)(c4ccccc4)C3=O)cc2)cc1 (stereo unspecified)
[56] CC(C)c1ccc(C(=O)C2CC2)cc1
[57] COc1ccc(/C=C\c2cc(OC)c(OC)c(OC)c2)cc1OCC(=O)Nc1ccc2nc(C)sc2c1
[58] O=C(N/N=C/c1coc2ccccc2c1=O)c1cc2oc(-c3ccccc3)cc2[nH]1
[59] Clc1ccc2nc[nH]c2c1
[60] CC(C)CSc1nc(NCCc2c[nH]c3ccccc23)c(C#N)c(-c2ccc(Cl)cc2)n1
Compound,55,56,57,58,59,60
MOLT-4,37,83,23,56,108,21
HOP-62,89,107,44,96,109,49
EKVX,66,·,67,90,101,46
SR,43,83,12,88,123,7.8*
HOP-92,65,99,52,·,119,36
RPMI-8226,·,92,-8.5*,67,132,36
K-562,28,96,18,83,116,14
CCRF-CEM,53,·,15,103,114,21

[61] CN1CCC2(CC1)OCCCO2
[62] O=C(O)c1cc2cccc(S(=O)(=O)O)c2cc1O
[63] COc1cc(CNc2oc(-c3ccccc3)c(-c3ccccc3)c2C#N)cc(CN2CCCCC2)c1O
[64] O=c1ccc2nc(-c3ccccn3)nn(-c3ccccc3)c-2c1
[65] CN(C)c1ccnc2c1ccn2C(=O)NS(=O)(=O)c1ccccc1
[66] CC(=O)c1ccc2[nH]c3ccccc3c2c1
Compound,61,62,63,64,65,66
MOLT-4,96,100,52,5.6*,95,97
HOP-62,104,96,97,93,113,88
EKVX,93,106,86,115,100,81
SR,93,101,30,5.2*,107,·
HOP-92,80,105,77,37,113,·
RPMI-8226,100,101,56,50,110,·
K-562,109,110,29,-8.8*,98,101
CCRF-CEM,97,104,64,8.5*,105,·

Part of the list above, with tabs:
item	Molecule	MOLT-4	HOP-62	EKVX	SR	HOP-92	RPMI-8226	K-562	CCRF-CEM
57	COc1ccc(/C=C\c2cc(OC)c(OC)c(OC)c2)cc1OCC(=O)Nc1ccc2nc(C)sc2c1	23	44	67	12	52	-8.5*	18	15
58	O=C(N/N=C/c1coc2ccccc2c1=O)c1cc2oc(-c3ccccc3)cc2[nH]1	56	96	90	88	·	67	83	103
59	Clc1ccc2nc[nH]c2c1	108	109	101	123	119	132	116	114

Next section.
[67] c1ccc2cc(-c3cc(-c4ccc5c(c4)OCCO5)[nH]n3)ccc2c1
[68] N#CC1=C(Nc2ccccc2)c2nc3ccccc3c(=O)n2C1
[69] Cc1ccc2c(c1S(=O)(=O)Cl)C(=O)c1ccccc1C2=O
[70] C/C(=N\NC(=O)Cn1c(C(C)C)nc2ccccc21)c1ccccc1C
[71] CSCCC(NS(=O)(=O)Cc1ccccc1)C(=O)O (stereo unspecified)
[72] COc1ccc(/C=N/NC(=O)c2c(N)nn(C)c2Nc2ccccc2)cc1
Compound,67,68,69,70,71,72
MOLT-4,98,·,106,91,105&107,49
HOP-62,110,87,·,89,88&105,39
EKVX,85,101,102,95,102&102,70
SR,78,·,106,92,95&105,19
HOP-92,121,105,98,·,83&102,47
RPMI-8226,94,108,110,·,103&106,62
K-562,91,107,100,95,103&104,19
CCRF-CEM,104,106,105,100,101&105,38

Three entries out of the list, sorted by molecular weight, smallest number first:
[68] N#CC1=C(Nc2ccccc2)c2nc3ccccc3c(=O)n2C1
[69] Cc1ccc2c(c1S(=O)(=O)Cl)C(=O)c1ccccc1C2=O
[72] COc1ccc(/C=N/NC(=O)c2c(N)nn(C)c2Nc2ccccc2)cc1
Compound,68,69,72
MOLT-4,·,106,49
HOP-62,87,·,39
EKVX,101,102,70
SR,·,106,19
HOP-92,105,98,47
RPMI-8226,108,110,62
K-562,107,100,19
CCRF-CEM,106,105,38

Screening data from PubChem.
